LRH-1 inv ag = NR5A2 inverse agonism in reporter assay; inhibition, % at 3.6 µM; 360,000 tested, 0.13% active; HEK293T StAR-luciferase reporter, LRH-1 transfected, 24 h; O00482;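 active means inhibition above the mean inhibition of all tested compounds plus 3 SD, cut at about 73% in these data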;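 further: 0% = DMSO wells and 100% = reporter-only cells lacking LRH-1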
MC4R antagonist = blocks human MC4R cAMP signaling; MC4R-expressing cells, MTII-stimulated cAMP, LANCE TR-FRET; inhibition, % at 6.5 µM; 360,000 tested, 0.48% active; AID 540295;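 active means inhibition above its plate's cutoff, the mean of tested wells on that plate plus 3 SD, cut at about 29% in these data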;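 further: 0% = Melanotan II alone and 100% = Melanotan II plus saturating MCL0020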
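system = U2OS cells with stable human MC4R expression | also added = Melanotan II challenge after compound preincubation | dosing = one concentration, 6.5 µM nominal | incubation = compound 30 min, challenge 1 h, detection 1 h | measured by = TR-FRET with Eu-cAMP and labeled anti-cAMP, 671 nm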
TLR9-MyD88 inh = blocks human TLR9 binding to MyD88. CHO BLA complementation TLR9-MyD88, CCF4 FRET ratio. inhibition, % at 4.98 µM. AID 504734. 340,000 tested, 0.21% active;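 active means inhibition above the mean over all tested compounds plus 3 SD, cut at about 21% in these data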;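 further: 0% = DMSO only wells and 100% = clavulanate BLA inhibitor control wells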
NOD2-RIPK2 inh = inhibitors of human NOD2-RIPK2 interaction | 360,000 tested, 0.38% active | inhibition, % at 4.98 µM | CHO BLA complementation NOD2-RIPK2, CCF4 ratio; in the data active means inhibition above about 21%;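 further: 0% = vehicle only and 100% = reference blocker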
NCOA1 inh = inhibitors of human steroid receptor coactivator 1 (SRC1); Q15788; HEK293 GAL4-SRC1 luciferase reporter, luminescence; inhibition, % at 3.6 µM; 360,000 tested, 0.12% active;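 active means inhibition above the campaign mean plus 3 SD, with each screening campaign given its own cutoff, cut at about 60% in these data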;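 further: 0% = DMSO treated cells and 100% = gossypol at 36 µM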
NCOA3 inh = inhibitors of human steroid receptor coactivator 3 (SRC3); Q9Y6Q9; HEK293 GAL4-SRC3 luciferase reporter, luminescence; inhibition, % at 3.6 µM; 360,000 tested, 0.17% active;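 active means inhibition above a per-campaign cutoff, the mean of all compounds plus 3 SD, cut at about 60% in these data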;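 further: 0% = DMSO-treated cells and 100% = gossypol-treated cells at 36 µM; higher means less SRC3-driven luciferase light from the GAL4 reporter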
MC4R barr agon = activates human MC4R beta-arrestin recruitment | 360,000 tested, 0.98% active | P32245 | activation, % at 8.9 µM | AID 540308 | U2OS MC4R beta-arrestin complementation, luminescence; percent of melanotan II response, DMSO zero;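 active means activation above a per-plate cutoff, the mean activation of sample wells on that plate plus 3 SD, cut at about 8% in these data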
NCOA2 inhibitor = inhibits human steroid receptor coactivator 2 | Q15596 | 370,000 tested, 0.17% active | inhibition, % at 9 µM | HEK293 GAL4-SRC2 luciferase reporter, luminescence;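 active means inhibition above the mean inhibition of all tested compounds plus 3 SD, set per campaign, cut at about 52% in these data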;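 further: 0% = DMSO treated cells and 100% = cells given Gossypol at 36 µM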
Target sequence (Q15596 whole entry, looked up, the tested form may be a part): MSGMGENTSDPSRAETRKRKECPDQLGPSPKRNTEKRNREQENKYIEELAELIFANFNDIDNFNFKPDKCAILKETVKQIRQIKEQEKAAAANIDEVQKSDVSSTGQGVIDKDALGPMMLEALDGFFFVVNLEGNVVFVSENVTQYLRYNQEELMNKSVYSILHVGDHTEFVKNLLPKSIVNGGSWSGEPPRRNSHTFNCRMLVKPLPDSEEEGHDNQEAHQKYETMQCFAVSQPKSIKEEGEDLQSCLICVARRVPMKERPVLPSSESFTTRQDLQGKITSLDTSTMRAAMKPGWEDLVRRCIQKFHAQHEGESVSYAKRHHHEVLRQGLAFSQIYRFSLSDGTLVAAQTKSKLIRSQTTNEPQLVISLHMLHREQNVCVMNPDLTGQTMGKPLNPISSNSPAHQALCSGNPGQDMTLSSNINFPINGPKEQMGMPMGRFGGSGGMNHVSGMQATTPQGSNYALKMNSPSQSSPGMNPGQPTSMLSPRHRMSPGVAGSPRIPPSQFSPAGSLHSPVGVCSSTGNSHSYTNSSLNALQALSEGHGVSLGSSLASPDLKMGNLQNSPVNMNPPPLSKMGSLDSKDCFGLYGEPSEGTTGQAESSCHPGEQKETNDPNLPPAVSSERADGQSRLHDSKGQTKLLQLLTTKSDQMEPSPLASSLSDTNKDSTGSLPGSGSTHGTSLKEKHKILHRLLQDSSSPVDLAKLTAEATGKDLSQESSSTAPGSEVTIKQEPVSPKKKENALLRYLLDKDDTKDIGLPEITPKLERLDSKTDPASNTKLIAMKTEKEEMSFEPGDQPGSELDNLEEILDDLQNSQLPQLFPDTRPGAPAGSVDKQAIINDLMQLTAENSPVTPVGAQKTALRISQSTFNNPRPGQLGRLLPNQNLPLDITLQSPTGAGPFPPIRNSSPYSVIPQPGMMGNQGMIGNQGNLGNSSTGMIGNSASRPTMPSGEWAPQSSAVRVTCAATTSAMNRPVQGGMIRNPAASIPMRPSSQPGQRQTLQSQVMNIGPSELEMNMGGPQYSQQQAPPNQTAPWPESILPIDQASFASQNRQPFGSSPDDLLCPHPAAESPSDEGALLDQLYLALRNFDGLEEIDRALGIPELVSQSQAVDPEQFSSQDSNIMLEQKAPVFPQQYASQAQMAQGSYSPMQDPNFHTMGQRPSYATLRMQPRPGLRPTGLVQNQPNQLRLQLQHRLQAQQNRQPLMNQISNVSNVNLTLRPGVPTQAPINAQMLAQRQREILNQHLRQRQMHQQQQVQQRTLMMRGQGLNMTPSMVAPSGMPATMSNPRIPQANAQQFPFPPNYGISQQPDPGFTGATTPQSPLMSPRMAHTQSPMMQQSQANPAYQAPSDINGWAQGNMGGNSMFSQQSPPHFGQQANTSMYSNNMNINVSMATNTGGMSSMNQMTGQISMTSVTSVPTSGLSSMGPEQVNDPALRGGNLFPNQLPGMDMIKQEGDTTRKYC
ABHD5-PLIN5 inh = inhibitors of human ABHD5-perilipin-5 interaction; Split G. princeps luciferase complementation, luminescence, 4 h; AID 602281; Q00G26+Q8WTS1; inhibition, % at 4 µM; 360,000 tested, 0.78% active;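 active means inhibition above the mean inhibition across every tested compound plus 3 SD, cut at about 22% in these data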;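 further: 0% = DMSO only wells and the 100% control is not disclosed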
COUP-TFII inh = NR2F2 (human) inhibition, primary screen; P24468; HEK293T NGFI-A luciferase reporter, luminescence; inhibition, % at 8.6 µM; 370,000 tested, 0.7% active;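 active means inhibition above a per-plate cutoff, mean inhibition of test wells between control levels plus 3 SD, cut at about 38% in these data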;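 further: cells cotransfected with COUP-TFII expression vector driving the NGFI-A reporter; 0% = median of COUP-TF2 test wells and 100% = reporter-only cells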
EBV LMP1 NFkB = reduces LMP1-driven NF-kappaB luciferase signal. LMP1-induced NF-kappaB luciferase reporter cells, luminescence. inhibition, % at 12.5 µM. 350,000 tested, 0.69% active. AID 504558; in the data active means inhibition above about 41%;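 further: 0% = neutral control wells and 100% = reference inhibitor control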
* = called active by the depositor; . = not tested or not shown. Only part of the results is shown; the hit share may differ from the screen's.

SMILES	LRH-1 inv ag	MC4R antagonist	TLR9-MyD88 inh	NOD2-RIPK2 inh	NCOA1 inh	NCOA3 inh	MC4R barr agon	NCOA2 inhibitor	ABHD5-PLIN5 inh	COUP-TFII inh	EBV LMP1 NFkB
CCNC(=O)C1(C)CCN(C(=O)c2ccc3snnc3c2)C1 (stereo not given)	2.6	13.8	.	-16.2	5.5	-10.4	0.3	-23.1	9.6	5.3	.
Cc1ccc2nc(SCc3nnc(-c4ccccc4)o3)[nH]c2c1	-17.6	3.1	0.6	3.9	-7.8	-7.2	-3.0	-10.2	-1.3	0.9	-2.1
COc1ccc(CNC(=O)CN2C(=O)c3ccccc3C2=O)cc1	-9.4	17.1	-3.7	-5.5	1.4	6.5	-0.7	-20.2	5.7	1.8	0.0
O=C(N/N=C/c1c(O)n(-c2ccccc2Cl)c(=O)c2ccccc12)c1cccnc1	7.8	-11.8	16.2	15.4	-6.0	0.8	3.8	13.8	10.5	16.8	0.3
CN(C)C(=O)c1cccc(-c2cnc3c(NC=O)cc(-c4ccccc4Cl)cn23)c1	8.5	-18.3	.	6.2	-14.8	-10.7	9.8*	-7.3	23.5*	-81.9	.
Cc1ccccc1C(=O)Nc1ccc(C(=O)N/N=C/c2ccc(F)cc2)cc1	-0.2	20.6	-4.3	-3.1	4.7	-12.2	0.4	-4.9	-6.8	9.9	6.9
Cc1c(C(=O)N2CCN(c3ccccn3)CC2)oc2c(F)cccc12	-22.9	-2.9	-5.0	0.1	-3.1	-8.6	0.9	-18.1	-4.7	2.0	6.3
COc1ccc(Oc2ccccc2/C=C/C(=O)O)cc1	-1.1	0.1	-4.5	2.7	-37.7	13.6	-0.8	-8.5	5.2	-0.2	-8.8
Cc1cc2ncc(-c3cccc(Cl)c3)cn2n1	-15.9	1.2	-5.2	2.7	-49.5	-16.7	2.2	-6.7	-6.1	-7.7	-23.8
COCCN1C(=O)N[C@@H](c2ccccc2)[C@H](C(C)=O)[C@H]1C	-0.7	-1.0	2.5	-6.7	-2.3	-32.5	-1.3	5.0	7.0	6.4	2.6
C/C(=N\N1C(=O)c2ccccc2C1=O)c1cccc([N+](=O)[O-])c1	4.3	4.7	-3.4	-1.6	1.5	-0.2	-1.8	-45.6	-5.4	5.9	-1.0
CCNC(=O)C1(C)CCCN(C(=O)c2ccc3c(c2)C(C)(C)CCC3(C)C)C1 (stereo not given)	16.4	-3.4	.	4.9	24.1	14.4	1.4	10.5	11.6	38.9*	.
CCCCC(=O)NNC(=S)NCc1ccccc1	-0.6	8.4	-6.7	10.3	3.1	12.8	-2.3	11.3	-4.7	6.0	0.9
CSc1nc(O)c(C(c2cccc([N+](=O)[O-])c2)c2c(O)nc(SC)[nH]c2=O)c(=O)[nH]1	-0.5	1.8	2.8	-7.4	4.9	13.8	5.9	-20.1	25.0*	-11.7	-5.5
CCN1CCN(CCCN(Cc2ccco2)C(=S)Nc2ccc(Cl)cc2)CC1	8.7	-2.8	-7.2	-0.1	4.3	14.3	-2.7	-17.6	3.2	-7.0	-1.2
COc1ccc(CCNC(=O)Cn2nnc3ccccc3c2=O)cc1	19.6	2.5	13.4	0.3	-29.8	14.5	-0.2	-11.4	-0.1	5.4	-5.6
O=C(NCC(c1ccco1)N1CCCC1)c1ccccc1Sc1ccc(C(F)(F)F)cc1[N+](=O)[O-] (stereo not given)	-9.5	-1.2	4.8	6.7	-19.3	-2.8	-3.5	4.1	-0.1	-4.7	7.4
O=C(O)CSCC(=O)N1CCN(S(=O)(=O)c2ccccc2)CC1	7.0	8.6	4.7	-11.6	-15.6	-14.0	0.4	-43.7	-2.9	-12.6	1.7
C=CCN1CCN(c2ccncc2S(=O)(=O)N2CCCCC2)CC1	-3.1	18.8	-6.2	4.0	0.6	-2.0	-0.5	9.7	-1.5	4.8	-2.1
COc1ccc(CCNC(=O)CCC(=O)N2CCOc3ccccc32)cc1OC	-5.5	15.4	-0.1	2.9	18.6	7.0	0.2	-3.7	1.9	-4.8	1.5
Cc1cc(C(=O)CSc2nnnn2C)c(C)n1-c1ccc2c(c1)OCCO2	-70.6	0.5	6.0	5.4	-78.8	-52.0	-2.3	-40.8	-4.5	-34.6	-34.2
CC(C)n1cnc2c(NCc3ccc(S(N)(=O)=O)cc3)nc(NCc3ccc(S(N)(=O)=O)cc3)nc21	1.9	5.5	-1.6	-2.9	-27.1	-7.7	-1.3	22.9	-0.8	0.6	-1.3
COc1nnc(-c2ccc(N3CCCCC3)c(NC(=O)C3CCCCC3)c2)c2ccccc12	-2.7	0.3	1.9	3.7	12.8	-7.4	-3.3	-34.2	-2.4	-24.2	-0.9
CC(=O)c1ccc(N2CCN(CC(=O)N(CC(C)C)c3c(N)n(CC(C)C)c(=O)[nH]c3=O)CC2)cc1	-13.6	22.2	1.8	-14.5	-16.4	5.0	-3.0	-24.8	-3.3	11.6	-1.5
CCCCn1cnc2c1c(=O)n(CC(=O)c1cc(C)n(C)c1C)c(=O)n2CC(C)C	4.3	-8.3	-2.5	-3.6	1.4	-3.5	-0.8	17.9	7.7	-15.4	-0.6

Other structures follow:
SMILES	LRH-1 inv ag	MC4R antagonist	TLR9-MyD88 inh	NOD2-RIPK2 inh	NCOA1 inh	NCOA3 inh	MC4R barr agon	NCOA2 inhibitor	ABHD5-PLIN5 inh	COUP-TFII inh	EBV LMP1 NFkB
COc1cc(OC)cc(C(=O)NCCCNC(=O)c2ccccn2)c1	-5.4	1.1	-11.9	10.1	-22.6	11.4	-0.1	17.6	3.2	13.3	-1.2
COc1ccc(CNC(=O)CN(Cc2ccc(F)cc2)C(=O)CCC(=O)Nc2nccs2)cc1	-20.2	17.7	-6.7	4.3	8.1	9.0	-0.5	6.5	4.9	20.2	-2.4
O=C(O)C(NC(=O)C1CCCN1C(=O)OCc1ccccc1)c1ccccc1 (stereo not given)	9.7	1.1	-15.2	11.9	0.8	-16.6	-2.4	-24.1	-1.1	6.2	9.4
C/C(N)=C(/C#N)C(=O)CSc1nc2ccccc2c(=O)n1Cc1ccc(F)cc1	-0.3	1.3	5.6	3.7	3.2	18.8	1.9	1.0	4.2	22.0	-6.0
COc1ccc(C)cc1-n1nnnc1SCC(=O)c1ccc2c(c1)OCCO2	-7.8	7.5	7.4	-8.7	2.8	-15.5	-1.9	-2.6	-9.8	-3.5	-7.4
COc1ccc(C(=O)N=S2CCN(C(=O)c3ccc(Cl)cc3)CC2)cc1	10.5	12.0	.	-4.4	11.1	6.4	-0.7	5.6	-2.9	-9.2	.
Cc1c(C(=O)N2CCCC2)sc(NC(=O)c2ccccc2)c1C#N	-24.2	11.8	3.5	-3.8	4.2	8.6	1.2	-29.2	-1.7	-3.5	1.6
CCN(CC(=O)NC1CCS(=O)(=O)C1)S(=O)(=O)c1cc(C)ccc1C (stereo not given)	-6.2	24.4	-2.1	-6.4	4.5	4.4	-1.9	-9.1	-7.0	-13.0	-2.7
CC(=O)c1c(C)[nH]c(C(=O)OCc2cc(=O)n3cc(Br)ccc3n2)c1C	-12.3	3.3	-12.7	-7.2	-2.3	-5.6	1.4	12.1	5.1	5.0	-2.0
CCOC(=O)c1[nH]c(C)c(/C(O)=C2\C(=O)C(=O)N(CCCN3CCOCC3)C2c2cccs2)c1C (stereo not given)	6.4	9.2	-2.4	-12.0	-23.4	8.7	-2.7	-8.8	8.1	-22.2	4.9
C[N+](C)(C)CCN(Cc1ccc(Cl)cc1)c1ccccn1	22.7	-0.1	3.5	0.9	-6.8	0.8	-1.7	-19.1	12.2	-4.3	-2.2
NC(=O)c1nsc(C(=O)N(Cc2ccco2)C(C(=O)NCc2ccccc2)c2ccc(O)cc2)c1N (stereo not given)	11.2	1.6	-2.1	-12.6	7.6	15.7	2.0	-1.3	7.3	-5.2	-2.5
COc1cc(F)ccc1CN1CCC(C(=O)Nc2ccc(Oc3ccccc3)nc2)CC1	18.9	-2.2	-6.8	-3.7	17.7	29.3	-1.6	15.8	-3.4	39.8*	5.9
CC(NC(=O)c1ccc(CS(C)(=O)=O)cc1)c1ccc(-n2ccnc2)cc1 (stereo not given)	-23.1	18.1	-5.9	-3.4	-6.0	-4.0	1.4	2.7	6.9	-0.9	-7.3
COc1ccccc1CN1CCC(n2nccc2NC(=O)CCOc2ccccc2)CC1	-1.1	2.0	-10.3	-0.8	-7.2	-32.0	-1.9	10.9	-2.4	-4.9	-4.2
Cc1cccc([C@@H]2[C@@H]3C(=O)N(Cc4ccccc4)C(=O)[C@@H]3[C@]3(Cc4ccc(Cl)cc4)C(=O)N(c4ccc(Br)cc4)C(=O)N23)c1	10.2	11.2	-2.2	-13.6	-1.5	-8.5	3.4	6.1	3.9	8.2	3.9
CCCc1nnc(SCC(=O)N2C(C)CCCC2C)n1CCCOC (stereo not given)	9.1	2.2	11.8	-3.4	-1.3	11.9	0.3	7.0	-3.2	-10.4	7.9
CCCc1[nH]nc2c1C(c1cccc(OC)c1)C(C#N)=C(N)O2 (stereo not given)	12.2	-4.0	-5.9	-10.4	5.1	15.9	-2.1	22.1	-9.7	15.9	3.5
CCc1noc(C)c1C(=O)N1CCN(S(=O)(=O)c2c(C)c(C)cc(C)c2C)CC1	-14.1	12.4	-6.0	3.2	-15.6	-0.9	-1.9	7.0	0.7	-6.2	-6.8
CCCC1=[N+](CC(=O)c2ccccc2)CCn2c(C)ccc21	11.7	0.4	1.6	-8.7	-14.2	5.3	1.3	-1.5	3.8	3.8	-8.7
COc1cccc(N2C(=O)c3cccnc3C2O)c1 (stereo not given)	12.1	2.4	3.9	-4.5	-39.0	-6.3	-1.4	-20.9	0.2	4.2	-6.7
CCOc1ccc(-n2c(=S)sc3c(=O)n(-c4ccccc4)c(SC)nc32)cc1	6.7	1.3	9.1	-9.1	-1.4	-4.6	0.7	-4.7	-14.4	-9.4	6.1
CC1(c2nnc(-c3ccncc3)o2)CC(c2c(Cl)cccc2Cl)=NO1 (stereo not given)	21.1	12.3	-1.2	4.6	-20.2	9.3	-1.0	-1.2	1.8	9.2	2.2
COc1cccc(C(=O)Nc2cccc(NC(=O)c3ccccc3Cl)c2)c1	10.2	-3.7	4.7	-9.6	-7.7	-0.4	-1.6	-23.2	0.3	11.0	-8.4
CC(C)=CC(=O)Nc1cccc(S(=O)(=O)NC2=NCCCCC2)c1	4.5	-1.2	10.3	-11.7	-4.6	-5.1	-2.1	-26.0	-1.1	-1.1	3.4
CC(=O)Nc1ccc(/C=C(\C#N)C(N)=O)cc1	-1.3	13.9	.	-3.8	0.5	12.3	-0.4	7.6	0.1	-13.0	-3.3

Source: PubChem (several laboratories)
